# Screening results deposited in PubChem BioAssay by several laboratories.
# SF1 activator – activators of human SF-1, primary screen, cell-based, CHO-K1, Gal4-SF-1 LBD, luciferase luminescence. activation, % at 10 µM. 65,000 compounds, 1.9% hits. AID 522, 2006. CHO-K1 Gal4-SF-1 LBD luciferase reporter; % increase over DMSO SF-1-specific signal;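 active = activation above the mean activation of all tested compounds plus 3 SD, cut at about 50% in these data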
#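 material = CHO-K1 cells with Gal4–hSF-1 LBD chimera plus Gal4-driven luciferase | compound = 10 µM single point, 1% DMSO | incubation = 20 h compound exposure at 37 °C after 1 h cell settling | measured by = SteadyLite luciferase luminescence | evaluation = percent activation relative to DMSO median and mock-transfected background | control set = DMSO negative control and −SF1 background wells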
# S1P1 ag pot – S1P1 agonists and agonism potentiators, primary screen, cell-based, primary and confirmation screens, CRE-bla reporter | AID 449, 2006 | S1P1 CRE-bla cells, forskolin, beta-lactamase FRET, potentiator mode; S1P1 agonist co-added at EC20, 2 nM; 100% = saturating reference agonist, 0% = basal | Sphingosine 1-phosphate receptor 1 (Homo sapiens), P21453 | activation, % at 9.5 µM | 56,000 compounds, 0.57% hits;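 active = activation above a cutoff set at the mean activation of all tested compounds plus 3 SD, cut at about 54% in these data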;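 note: forskolin at 4 µM as EC80 and the EC20 agonist is SEW2871; 100% = SEW2871 at its EC100 plus forskolin at EC80; some compounds past the cut are filed as inactive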
# RORA act – activators of orphan receptor RORA, primary screen, cell-based, luminescence | Nuclear receptor ROR-alpha (Homo sapiens), P35398 | CHO-K1 Gal4-RORA LBD luciferase reporter; percent increase over mock-subtracted basal signal | 65,000 compounds, 1.5% hits | activation, % at 10 µM;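 active = activation above the mean of all tested compounds plus 3 SD, cut at about 49% in these data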;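 note: 0% = DMSO-treated RORA cells and 100% = added signal equal to DMSO minus mock-transfected cells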
# Target sequence (P35398 whole entry, looked up, the tested form may be a part): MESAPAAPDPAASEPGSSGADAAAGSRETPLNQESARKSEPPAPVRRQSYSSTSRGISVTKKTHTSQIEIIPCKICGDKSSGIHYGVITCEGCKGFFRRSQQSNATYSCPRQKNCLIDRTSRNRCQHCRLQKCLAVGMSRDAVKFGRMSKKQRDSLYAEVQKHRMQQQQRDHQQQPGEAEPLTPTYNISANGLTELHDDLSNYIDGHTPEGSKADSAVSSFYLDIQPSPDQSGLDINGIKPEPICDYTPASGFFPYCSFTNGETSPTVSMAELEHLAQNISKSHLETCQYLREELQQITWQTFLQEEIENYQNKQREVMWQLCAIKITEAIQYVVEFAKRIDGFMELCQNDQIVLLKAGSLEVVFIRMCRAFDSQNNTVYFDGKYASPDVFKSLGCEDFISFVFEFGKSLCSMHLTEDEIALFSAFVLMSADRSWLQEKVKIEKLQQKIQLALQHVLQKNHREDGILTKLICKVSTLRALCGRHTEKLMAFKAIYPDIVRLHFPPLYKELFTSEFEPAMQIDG
# S1P3 ag – human S1P3 receptor agonists, primary screen, cell-based, primary and confirmation, NFAT-BLA reporter. AID 373, 2006. activation, % at 4.5 µM. S1P3 NFAT-BLA reporter cells, agonism, FRET ratio; relative to 1 µM S1P, basal subtracted. 60,000 compounds, 0.1% hits;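 active = activation above the screen-wide mean plus 3 SD, cut at about 4.5% in these data, passing the limit was not always enough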; note: some compounds called inactive have numbers as strong as hits
# Target sequence (Q99500 whole entry, looked up): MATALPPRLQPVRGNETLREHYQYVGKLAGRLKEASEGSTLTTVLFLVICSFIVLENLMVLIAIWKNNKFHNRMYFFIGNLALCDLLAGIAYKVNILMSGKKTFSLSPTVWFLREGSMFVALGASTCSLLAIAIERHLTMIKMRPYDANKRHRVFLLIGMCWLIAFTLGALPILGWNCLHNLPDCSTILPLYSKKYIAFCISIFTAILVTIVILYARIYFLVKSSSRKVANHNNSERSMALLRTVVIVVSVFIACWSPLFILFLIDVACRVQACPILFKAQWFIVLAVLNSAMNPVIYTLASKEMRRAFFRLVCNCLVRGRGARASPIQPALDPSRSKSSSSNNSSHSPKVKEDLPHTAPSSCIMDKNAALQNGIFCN
#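 Material: Human S1P3 NFAT-BLA reporter CHO cells | Incubation: Overnight plating, 4 h compound 37 °C, 2 h substrate RT | Signal: FRET β-lactamase substrate fluorescence, excitation 405 nm, 460/535 nm emission ratio, background-subtracted | Compound: 4.5 µM final, single dose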
# tolC growth inh – growth inhibitors of E. coli tolC mutant, primary screen, strain BW25113 ΔtolC::kan, 384-well | OD615 | growth inhibition, % at 10 µM (by protocol) | 65,000 compounds, 2.2% hits | AID 573, 2007;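 active = growth inhibition at or above a cutoff equal to the mean over every tested compound plus 3 SD, cut at about 60% in these data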;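 note: growth measured after 20 h incubation at 37 °C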
#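 Material: E. coli BW25113 ΔtolC::kan, tolC deletion mutant strain. Measure: percent growth inhibition. Schedule: 37 °C, 20 h exposure. Doses: single-point testing at 10 µM. Signal: A615 absorbance measurement. Buffer or medium: kanamycin-containing LB broth (50 µg/mL).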
# HTR1E antagonist – 5-HT1E receptor antagonists, primary screen, cell-based, HTS. 5-hydroxytryptamine receptor 1E (Homo sapiens), P28566. CHO 5-HT1E Ga15 NFAT-bla reporter, FRET, antagonist. inhibition, % at 6 µM. 65,000 compounds, 0.99% hits. AID 571, 2007;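 active = inhibition above a set limit, the mean inhibition across every tested compound plus 3 SD, cut at about 29% in these data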;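 note: signal is the 460 over 535 nm emission ratio of beta-lactamase substrate; 0% = agonist plus DMSO wells and 100% = wells without agonist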
# 5HT1E ag – 5-HT1E receptor agonists, primary screen, cell-based, HTS; 5-hydroxytryptamine receptor 1E (Homo sapiens), P28566; CHO 5-HT1E Ga15 NFAT-bla reporter, FRET; 0% DMSO wells, 100% control agonist wells; activation, % at 6 µM; 65,000 compounds, 0.69% hits; AID 574, 2007;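 active = activation above a set limit, the screen-wide mean activation plus 3 SD, cut at about 8.5% in these data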;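 note: 100% = positive control agonist at 1 µM giving full maximal response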
# AP ELISA ortho – alternative complement pathway inhibitors, primary screen, biochemical, ELISA, human serum, orthogonally pooled compounds; LPS-coated ELISA, C3 deposition; tested in compound mixtures; inhibition, % at 5 µM; 62,000 compounds, 0.08% hits; AID 1235, 2008;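 active = inhibition above 30% in each of the two pooled mixtures holding the compound, so the lower value exceeds 30%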;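 note: 0% = serum in Mg-EGTA without compound and 100% = EDTA serum blank; some compounds past the cut are filed as inactive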
#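 Test system – human serum alternative complement pathway, C3 deposition on LPS-coated wells · Buffer or medium – diluted human serum in Mg2+-EGTA GVB++ · Compound dosing – 5 µM each compound, pools of ten, 50 µM per pool · Schedule – 1 h serum-compound exposure at 37 °C · Measured by – Anti-C3 ELISA, OD 450 nm · Read-out basis – percent inhibition of C3 deposition onto LPS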
# 5-HT1A blocker – human 5-HT1a receptor antagonists, primary screen, cell-based, CHO, Ga15 NFAT-bla reporter. CHO 5-HT1a Ga15 NFAT-bla reporter, antagonist mode. inhibition, % at 10 µM. 62,000 compounds, 0.68% hits;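 active = inhibition above the mean of all tested compounds plus 3 SD, cut at about 43% in these data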;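 note: receptor stimulated by 5-CT agonist at 100 nM near EC80; beta-lactamase reporter measured by ratiometric fluorescence of a cleavable substrate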
# * marks the source's active call; other numbers are inactive results; . = no result given; & = joins results of further samples; ! = a repeat was not active.
SMILES,SF1 activator,S1P1 ag pot,RORA act,S1P3 ag,tolC growth inh,HTR1E antagonist,5HT1E ag,AP ELISA ortho,5-HT1A blocker
CC(=O)Cc1nsc(NC(=O)c2ccc(-c3ccc(Cl)c(C(F)(F)F)c3)o2)n1,4,7,-10,2.1,-1,-21,-0.1,-8,3
Cn1nnc(NC(=O)COc2ccc(C3CCCCC3)cc2)n1,18,-7,-2,-1.1,36,7,-1.0,1,4
CCC(Sc1nc2cc3c(cc2c(=O)n1Cc1ccco1)OCO3)C(=O)Nc1cccc(OC)c1 (centres undefined),-18,.,8,.,-12,1,-0.9,11,32
COc1ccc(NC(=O)CSc2nnc(CN3CCOCC3)n2-c2ccccc2)cc1Cl,-8,.,-10,-0.7,-1,-5,-0.5,2,-5
N#Cc1nc(COc2cccc(Cl)c2)oc1N1CCCC1,-3,0,6,-0.2,32,0,0.0,26,3
CCOC(=O)c1[nH]c(C)c(C(=O)N2CCN(c3cccc(Cl)c3)CC2)c1C,-14,13,-14,-0.4,11,-4,2.9,8,10
CC(=O)Oc1cccc(N2C(=O)C3C4C=CC(C4=C(C)C)C3C2=O)c1 (centres undefined),16,-43,-7,-0.7,-8,3,1.1,14,-12
CCN(CCCNC(=O)CN(C)S(=O)(=O)c1ccc2c(c1)CCC(=O)N2)c1cccc(C)c1,3,2,-5,-0.1,-5,-2,-0.9,.,11
COc1ccc(S(=O)(=O)N2CCC(C(=O)Nc3nnc(CCN4CCCCC4)s3)CC2)cc1,-25,7,-11,-1.4,-10,5,-0.6,-3,1
Cc1cc(=O)oc2ccc(OCC(=O)N3CCc4ccccc43)cc12,-2,14,3,0.7,6,2,0.3,.,.
O=C(Nc1cccc2nsnc12)c1cccs1,24&-7,30&-6,78*!,-1.7&-0.6,-7&21,-1&9,0.7&1.0,12&10,3&4
CCN(CC)c1ccc2cc(C(=O)Nc3ccc(-n4cnnn4)c(OC)c3)c(=O)oc2c1,2,2,2,0.1,-6,-11,2.5,11,-19
COc1ccc2c(c1)C(=O)CC(c1ccccc1F)O2 (centres undefined),5,-8,11,-0.4,37,-4,0.1,11,-6
CC1C(=NO)C(C)C(c2ccc(N(C)C)cc2)NC1c1ccc(N(C)C)cc1 (centres undefined),6,-14,3,-0.9,19,-6,-1.5,23,14
Cc1cc(C(F)(F)F)nn1CC(=O)Nc1cccnc1,-3,13,-4,-1.1,-16,1,-0.4,0,19
COc1cc(NS(=O)(=O)c2ccc(NC(=O)C34CC5CC(CC(C5)C3)C4)cc2)ncn1,10,-15,-2,-0.8,29,-6,1.0,11,-14
Cc1nnc(Sc2nc(Sc3nnc(C)s3)nc(N3CCN(C)CC3)n2)s1,-96,-72,-93,-2.0,-11,68*,-0.7,16,78*
O=C(O)CSc1nnc(CNc2cccc(C(F)(F)F)c2)n1Cc1ccco1,-22,-25,-7,-1.1,-1,4,2.0,-11,2
C=C(C)Cn1c(Sc2nnc(C)s2)nc2c1c(=O)[nH]c(=O)n2C,5,-13,2,-0.8,-26,2,1.3,-9,2
CCOC(=O)Cn1c(=O)oc2cc(S(=O)(=O)Nc3cccc(C)c3)ccc21,10,5,-4,-1.4,7,4,-0.8,-10,7
CCOCc1nnc(NC(=O)CCc2ccccc2)s1,10,-12,-3,-0.2,16,4,0.3,-13,6
Oc1c(C=NCc2ccncc2)sc2ccccc12,35,5,-8,0.6,6,-6,0.1,.,.
Cc1oc(-c2ccccc2F)nc1CS(=O)(=O)CC(=O)N1CCCCCC1,-10,-3,4,-1.3,10,-10,1.2,9,5
COc1ccc(Cl)cc1N(CC(=O)Nc1ccccc1C(=O)NCc1ccco1)S(C)(=O)=O,-3,-1,-3,0.2,10,9,0.1,-5,9
O=C(CCCCCn1c(=S)[nH]c2cc3c(cc2c1=O)OCO3)N1CCN(C2CCCCC2)CC1,22,.,1,.,0,0,0.9,4,8
Cc1ccc(Nc2nc(N)nc(CN3CCN(c4ccccc4F)CC3)n2)cc1,-5,14,9,-2.3,13,6,1.0,.,8
CCN1C(=Nc2ccc(Cl)cc2)SC/C1=C\C(=O)OC,2,1,-15,2.0,-8,7,-0.5,11,0
Cc1cc2c(c(=O)n1CCc1ccccc1)C(C(C)C)C(C#N)=C(N)O2 (centres undefined),-8,3,-15,-0.4,-1,2,0.7,3,5
COCc1[nH]nc2c1C(c1ccc(OC)cc1)C(C#N)=C(N)O2 (centres undefined),28,-3,14,-0.8,1,-2,0.1,.,.
C=CCSc1nsc(N)n1,12,-11,13,-0.2,-2,-1,-0.1,-14,10
Cc1cccc(C)c1NC(=O)CCCSc1nnc(-c2ccco2)o1,3,14,-6,-0.4,-6,-7,0.4,19,8
Cc1ccc(C2=CC(c3ccc(N(C)C)cc3)n3nnnc3N2)cc1 (centres undefined),14,25,7,-0.8,10,-9,2.3,7,-5
O=C(CCNS(=O)(=O)c1cccc2nsnc12)Nc1ccc2c(c1)OCCO2,-16,.,-31,.,15,13,-0.3,15,-6
CCOc1cccc(OCCCNCCCOC)c1,-7,-23,-5,-0.6,-17,-9,0.0,21,-2
CC(=O)c1c(C)[nH]c(C(=O)OCC(=O)Nc2ncc(Cl)c(C)c2Cl)c1C,-4,-12,4,0.0,9,1,-0.2,3,-14
COc1ccc(CN(C)CCc2ccccn2)c(OC)c1OC,12,-11,-18,-2.2,12,-4,0.3,.,.
Cc1nnsc1NC(=O)OCC(C)C,0,-12,-1,-0.6,-14,-5,0.6,14,-8
O=C(CCN1C(=O)C2C3C=CC(C3)C2C1=O)Nc1nccs1 (centres undefined),12,-41,-22,-1.9,-2,4,0.2,-2,4
Nc1nc(SCC(=O)N2CCc3ccccc32)[nH]c(=O)c1-c1ccccc1,1,.,-5,0.1,12,3,-0.3,-8,-2
O=C(NCc1ccccn1)c1ccc(Cl)cc1Cl,-2,16,9,-0.7,2,0,-0.1,24,13
CCOC(=O)COn1c(=O)c(-c2ccc(OC)c(OC)c2)[n+]([O-])c2ccccc21,-3,3,-12,-4.3,2,-1,0.5,.,.
CCOCC(=O)Nc1cc(OC)c(Cl)cc1OC,-9,.,-4,.,-5,1,-0.3,0,-5
Cc1ccc(C(=O)NCc2ccc3c(c2)OCO3)cc1S(=O)(=O)N1CCOCC1,-16,9,-4,-0.6,18,-2,-0.3,11,6
CNC(=O)NC(=O)CSc1ccc(NC(C)=O)cc1,-4,9,-18,0.9,-15,-7,0.5,9,-9
COc1ccc(C(=O)NCc2cccnc2)cc1OC,-6,-37,-7,-1.5,-6,0,-0.8,-11,3
O=C(Cn1c(=O)oc2ccccc21)N1CCCCC1,-7,.,-1,.,-11,0,0.2,-1,-18
CCOC(=O)C1/C(=N\O)CC(C)(O)C(C(=O)OCC)C1c1ccc(N(C)C)cc1 (centres undefined),12,4,-10,-0.5,14,2,0.2,-3,.
COc1ccc(CN(C)CC(=O)c2c(N)n(Cc3ccccc3)c(=O)n(C)c2=O)c(OC)c1,-3,2,5,-0.3,-20,-7,-0.2,7,17
Cc1ccc(C2NC(=O)NC3=C2CCc2ccccc23)cc1 (centres undefined),9,-18,37,-0.8,33,-1,0.8,7,5
NC(=O)c1c(C(F)(F)F)cc(-c2ccccc2)nc1NCCO,17,.,5,-1.2,-18,3,-0.3,-5,3

# New compounds follow
SMILES,SF1 activator,S1P1 ag pot,RORA act,S1P3 ag,tolC growth inh,HTR1E antagonist,5HT1E ag,AP ELISA ortho,5-HT1A blocker
CCCCN1C2CCCC1CC(NC(=O)c1ccc(OC)c(OC)c1)C2 (centres undefined),-15,0,12,1.4,-24,7,-0.2,15,-1
Cc1ccnc(NS(=O)(=O)c2ccc(NC(=O)C3CCCCC3C(=O)O)cc2)n1 (centres undefined),-6,-26,3,0.5,-19,-4,-0.5,18,-6
COCCn1c(C)cc(C(=O)COC(=O)c2ccc(-n3nc(C)cc3C)cc2)c1C,5,11,8,-1.4,-5,-9,-0.7,4,14
CCCOc1ccc(/C=c2\sc3nc(-c4ccco4)nn3c2=O)cc1OCC,-2,-6,-6,-1.3,10,0,0.8,24,-15
CC(C)CNC(=O)c1cccc(Cn2cc(Cl)cn2)c1,0,-10,5,-0.6,3,0,0.9,13,-7
COc1cc(COCC(O)CN2CCOCC2)cc(OC)c1OC (centres undefined),-9,-18,-3,-0.6,-33,-6,0.9,7,7
Cc1ccc(S(=O)(=O)Cn2nnnc2CN(Cc2ccco2)Cc2cccs2)cc1,12,10,-3,-0.1,53,2,-1.0,-10,28
C=CCOn1c(=O)c(-c2ccc(OC)cc2)[n+]([O-])c2ccccc21,-15,4,-12,-1.3,3,3,0.2,.,.
Cc1ccc(S(=O)(=O)n2nc(OC(=O)C3CCCCC3)cc2N)cc1,13,13,-11,-1.0,-21,7,-0.9,15,15
Oc1ccc(C=Nc2ccc(N3CCOCC3)cc2)c(O)c1,0,-26,5,-0.7,-14,9,-0.7,8,-8
O=C(NCCNC(=O)C1CC2CCC1C2)C1CC2CCC1C2 (centres undefined),-1,-1,4,-0.9,-9,3,-1.2,11,15
Cc1ccc(N(CC(=O)O)S(C)(=O)=O)cc1Cl,-8,.,-10,-1.2,-8,12,0.0,10,11
CSc1nc(C)cc(SCCO)n1,-6,.,-8,-0.9,-14,-5,0.6,18,-2
CN(C)S(=O)(=O)c1ccc(S(=O)(=O)N2CCN(CCC#N)CC2)cc1,-10,-7,24,-0.8,5,4,0.2,17,3
Cn1c(C(=O)NCCN2CCOCC2)cc2sccc21,12,0,2,-0.2,-12,-6,-0.7,9,2
